Screening data from PubChem BioAssay.
15-hLO-2 inh: qHTS Assay for Inhibitors of 15-hLO-2 (15-human lipoxygenase 2) | Polyunsaturated fatty acid lipoxygenase ALOX15B (Homo sapiens), O15296 | purified 15hLO-2, xylenol orange hydroperoxide absorbance | Potency, µM (top dose mostly 57.1 µM), without a hit: at the top dose activity change, negative = inhibition, actives largely listed as inhibitors | 0.56% of 110,000 active; further: potency means the concentration at half of the fitted maximal effect; nearly all actives have a fitted effect of over 60% in size; many of its hits are not listed in these tables
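Purified human 15hLO-2 (50 nM final) preincubated with compounds 15 min at room temperature in 25 mM Hepes pH 7.5, 0.01% Triton X-100, then 45 uM arachidonic acid added for 90 min; hydroperoxide detected via ferrous/xylenol orange, 573/405 nm absorbance ratio.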
IMPase cell inh: qHTS Assay for Identifying the Cell-Membrane Permeable IMPase Inhibitors; Inositol monophosphatase 1 (Rattus norvegicus), P97697; CHO-M1 cells, IP1 accumulation, HTRF TR-FRET ratio; inhibition (IP1 accumulation), % at 46.1 µM; 120,000 tested, under 10 active; AID 901, 2007; active means well fitted curve in the direction sought with a large enough effect in the signal ratio, not every such curve was filed as active; inconclusive means small, poorly fitted or top-dose-only effect, or a change in a side signal; inactive means no such curve, though single readings can be large or run the other way; the % refers to the signal ratio;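 further: cells stimulated with carbachol in lithium chloride buffer; plate controls were DMSO basal wells for no effect and reference inhibitor wells for full effect; higher means more IMPase inhibition seen as more IP1 and lower FRET ratio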
Target sequence (P97697 whole entry, looked up): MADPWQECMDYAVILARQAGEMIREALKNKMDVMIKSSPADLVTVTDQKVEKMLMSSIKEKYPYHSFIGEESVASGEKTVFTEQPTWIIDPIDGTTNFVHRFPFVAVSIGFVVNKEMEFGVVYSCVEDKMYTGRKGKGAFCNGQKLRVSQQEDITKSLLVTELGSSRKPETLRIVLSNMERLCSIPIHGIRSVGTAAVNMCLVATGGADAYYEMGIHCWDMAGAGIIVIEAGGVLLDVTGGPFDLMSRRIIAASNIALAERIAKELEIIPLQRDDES
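Cellular IMPase inhibition is scored as a rise in cytosolic IP1, detected by competitive TR-FRET between d2-labelled IP1 and a europium anti-IP1 antibody. M1-expressing CHO cells were stimulated with carbachol for 30 min at 37C, with lithium (50 mM LiCl) present in the buffer.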
PNC inhibitor: High Content Assay for Compounds that inhibit the Assembly of the Perinucleolar Compartment | 3.1% of 140,000 active | PC3M PTB-GFP, PNC prevalence imaging, 16 h; active compounds read low | AID 2417, 2010 | activity change (PNC), negative = inhibition, % at 10 µM;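 active means readout at or below -70, meaning at least 70% loss of cells showing the perinucleolar compartment, a nuclear body marking cancer cells; inconclusive means readout between -30 and a set limit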;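 further: plate controls were DMSO wells for no effect and camptothecin positive control wells for full effect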
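PC3M cells stably expressing PTB-GFP, 750–1000 cells/well, treated 16 h at 37 °C with compound (23 nl of library stock), in duplicate. After paraformaldehyde fixation and Hoechst stain, imaged at 20x; PNC prevalence scored by image analysis.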
ALOX12 inhib: qHTS Assay for Inhibitors of 12-hLO (12-human lipoxygenase) | Potency, µM (highest dose often 57.1 µM), for the others: at the top dose activity change, negative = inhibition, most hits filed as inhibitors | 0.12% of 150,000 active | purified 12-hLO, xylenol orange hydroperoxide absorbance; further: potency means the concentration at half of the fitted maximal effect; nearly all actives have a fitted effect of over 55% in size; many of its hits are not listed in these tables
Target sequence (P18054 whole entry, looked up): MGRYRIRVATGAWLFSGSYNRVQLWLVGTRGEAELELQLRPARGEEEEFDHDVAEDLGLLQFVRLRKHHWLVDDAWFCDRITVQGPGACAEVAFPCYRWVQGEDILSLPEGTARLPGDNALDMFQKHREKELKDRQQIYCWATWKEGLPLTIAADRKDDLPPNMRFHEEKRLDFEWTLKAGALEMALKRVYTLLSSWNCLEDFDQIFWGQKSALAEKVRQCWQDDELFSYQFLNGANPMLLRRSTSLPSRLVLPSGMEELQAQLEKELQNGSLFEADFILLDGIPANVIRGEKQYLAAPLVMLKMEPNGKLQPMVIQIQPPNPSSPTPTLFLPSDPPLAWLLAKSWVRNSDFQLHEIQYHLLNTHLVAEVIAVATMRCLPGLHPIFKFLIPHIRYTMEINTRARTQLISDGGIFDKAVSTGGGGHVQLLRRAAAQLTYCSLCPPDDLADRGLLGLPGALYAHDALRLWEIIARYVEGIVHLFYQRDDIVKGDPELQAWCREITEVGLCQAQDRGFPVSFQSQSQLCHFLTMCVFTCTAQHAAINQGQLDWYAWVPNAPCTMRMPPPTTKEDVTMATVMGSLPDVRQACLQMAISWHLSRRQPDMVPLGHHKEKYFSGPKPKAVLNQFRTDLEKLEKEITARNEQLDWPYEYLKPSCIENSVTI
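Hydroperoxide formation by human 12-lipoxygenase from 40 uM arachidonic acid was followed colorimetrically via ferric-xylenol orange complex, using the 573/405 nm absorbance ratio. Enzyme concentration was 150 nM, with 30 min reaction at room temperature.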
* marks the source's active call; other numbers are inactive results; ? = inconclusive; . = no result given; [ ] = another dose, or the depositor's remark. Unless noted, the call rests on the fitted dose curve; in most records, active means well fitted curve in the direction sought with a large enough effect; inconclusive means small, poorly fitted or top-dose-only effect, or another doubt; inactive means no such curve, though single readings can be large; an effect the other way counts as inactive or inconclusive. Unless noted, on the % scale 0 is the no-effect control and ±100 the full control effect. Only part of the results is shown; the hit share may differ from the screen's.

Every second line gives: 15-hLO-2 inh | IMPase cell inh | PNC inhibitor | ALOX12 inhib
> CCOC(=O)N1CCN(c2c(N3CCN(c4ccccc4OC)CC3)c(=O)c2=O)CC1
 : -3% | -1 | ? | -4%
> O=C(c1ccco1)N1CCN(C(=O)c2cc(-c3ccccc3)nc3ccccc23)CC1
 : -3% | -3 | -8 | 1%
> CCOc1cc(N2CCOCC2)c(OCC)cc1NC(=O)c1ccc(=O)n(Cc2ccccc2)n1
 : -6% | ? | 4 | 0%
> CCc1cc(=O)oc2cc3occ(-c4ccc(OC)c(F)c4)c3cc12
 : . | -3 | -93* | -2%
> Cc1ccc(C(=O)Nc2ccc(C(=O)N/N=C/c3c[nH]c4ccccc34)cc2)cc1
 : . | -1 | 12 | 0%
> O=S(=O)(Cc1ccccc1Cl)NCCOc1ccccc1
 : . | . | ? | -3%
> COc1ccc(NC(=O)c2cc(=O)c3ccccc3o2)cn1
 : 6% | 4 | 34 | -3%
> N#Cc1cc([N+](=O)[O-])ccc1Oc1cccc(/C=N/NC(=O)c2ccc(Cl)cc2)c1
 : -8% | 12 | ? | 0%
> CCCc1[nH]nc2c1C(c1cc(OC)ccc1F)C(C#N)=C(N)O2 (stereo not given)
 : 6% | -5 | 14 | -22%
> Brc1cccc(-c2nnco2)c1
 : 2% | -1 | ? | 4%
> COc1cc(C2C(C#N)=C(N)Oc3c2oc(CO)cc3=O)cc(OC)c1OC (stereo not given)
 : 2% | 5 | 39 | -6%
> CCn1c(CSc2nc3ccccc3s2)nnc1SCC(=O)c1ccc(O)c(O)c1
 : ? | 14 | ? | -21%
> Cc1cccc(O)c1C
 : -4% | . | . | -1%
> Nc1[nH]nc2nc(N3CCOCC3)nc(-c3ccccc3)c12
 : 5% | 1 | -13 | -6%
> CC1C/C(=C/c2ccco2)C(=O)/C(=C/c2ccco2)C1 (stereo not given)
 : . | . | 10 | -28%
> Cc1ccc(NC(=O)c2ccccc2)cc1
 : -6% | 5 | 68 | 2%
> O=S(=O)(c1ccccc1)N1CCC2(CCCN(Cc3ccccc3)C2)CC1
 : 29% | . | . | 4%
> Cc1nnc(-c2cnn(-c3ccccc3)c2N)n1Cc1ccncc1
 : 5% | -3 | 18 | 6%
> c1ccc(-c2ccc(-c3ccccn3)nn2)nc1
 : -7% | -3 | -12 | 1%
> CCCC(=O)NNC(=O)CCC(=O)NCc1ccccc1
 : 19% | 2 | 32 | -1%
> CC(NC(=O)c1cc2sccc2n1C)c1ccc2c(c1)OCCO2 (stereo not given)
 : -5% | -7 | 51 | -8%
> COc1ccc2cc3c(N)nn(C(=O)Cc4ccc(Cl)cc4)c3nc2c1
 : 3% | -1 | 13 | 3%
> Cc1oc(-c2ccccc2F)nc1CS(=O)(=O)CC(=O)NCCCN(C)C1CCCCC1
 : 22% | 10 | 67 | 6%
> CC(C)c1ccc(NC(=S)NN2CCOCC2)cc1
 : . | -2 | -8 | -5%
> COc1cccc(C2CC(c3ccc(C)cc3)n3nc(N)nc3N2)c1 (stereo not given)
 : 52%[activator] | -6 | 23 | 0%
> COc1ccc(C(=O)N2CCC[C@@]3(CCN(C(=O)Nc4cccc(F)c4)C3)C2)cc1
 : 3% | . | . | 2%
> O=C1c2nc3ccccn3c2C(=O)N1Cc1ccccc1
 : -14% | 8 | 29 | -5%
> CC(=O)C1=C(C)NC(=O)NC1c1cccc(O)c1 (stereo not given)
 : 0% | 6 | -3 | -1%
> CCc1ccc(-n2nc3ccc(NC(=O)c4ccc5c(c4)OCO5)cc3n2)cc1
 : -15% | 1 | 37 | -1%
> CCOC(=O)c1cc2c(ccn2C)n1CC(=O)N1CCN(c2cccc(C(F)(F)F)c2)CC1
 : -16% | 2 | 34 | -3%
> CC1=Nc2ncnn2C(c2ccccc2)/C1=N\O (stereo not given)
 : -8% | 0 | 36 | -2%
> Cc1ccc(Cn2cnc3ccccc32)cc1C
 : . | . | -1 | 8%
> Cn1c(NCc2ccco2)nc2c1c(=O)n(Cc1ccc(Cl)cc1)c(=O)n2C
 : -6% | 2 | -12 | -5%
> CCOC(=O)C1C(=O)NC(N2CCN(c3ccccc3)CC2)=NC1c1ccco1 (stereo not given)
 : 5% | -3 | -90* | 4%
> CCCCCC[n+]1c(-c2ccccc2)csc1Nc1ccccc1
 : . | 10 | ? | 0%
> CNc1ccccc1C(C)(C)c1cc(-c2cc(C)cc(C)c2)no1
 : . | -2 | ? | -4%
> O=C(C1Cc2ccccc2CN1S(=O)(=O)c1cccs1)N1CCCCCC1 (stereo not given)
 : -8% | -6 | ? | 0%
> CCOC(=O)c1ccc(NC(=O)CN2C(=O)CNC2=O)cc1
 : . | -5 | ? | -7%
> Cc1cc(C(=O)N2CCC(C(F)(F)F)n3nccc32)on1 (stereo not given)
 : -3% | -3 | 14 | 3%
> CSc1ccc(Cl)c(C(=O)OCC(=O)NC2CC2)c1
 : 6% | -1 | 24 | 1%
> C=CCc1c(C)nc(SC)nc1Nc1ccc(C(=O)O)cc1
 : 2% | -1 | ? | 1%
> CC1CCC/C(=C\Nc2ccc3c(c2)OCO3)C1=O (stereo not given)
 : -19% | 10 | 18 | ?
> Cc1cc(C(=O)N/N=C/c2c[nH]c3ccccc23)cs1
 : . | . | 44 | 0%
> COc1cc(C(=O)OC2CCN(C)CC2)cc(OC)c1OC
 : 3% | 2 | 36 | 4%
> CCOc1ccccc1/C=c1\sc2nc(-c3ccco3)nn2c1=O
 : -23% | 7 | ? | 1%
> COc1ccc(N(CC(=O)Nc2ccccc2C(=O)NCC(C)C)S(C)(=O)=O)cc1
 : . | . | 36 | -4%
> Cc1cc(C)n(-c2ccc(C(=O)Nc3cc(C(F)(F)F)ccc3N3CCOCC3)cc2)n1
 : 2% | -3 | -18 | 3%
> CCC(C(=O)NC1CCCCC1)n1c(SCc2cccc(F)c2)nc2ccncc21 (stereo not given)
 : . | . | 29 | -5%
> CCOc1c(Br)cc(CNc2ccc3c(c2)OCCO3)cc1OC
 : -1% | 0 | -98* | -4%
> COc1ccc(N(C(=O)c2ccco2)S(=O)(=O)c2cc(OC)ccc2OC)cc1
 : 4% | 3 | -18 | -7%
> CCOC(=O)c1sc(NC(=O)c2cncc(Br)c2)nc1C
 : . | ? | 27 | 6%
> CCCN(CC(=O)Nc1ccc(F)c(F)c1F)CC(=O)Nc1c(Cl)cccc1Cl
 : . | -2 | 77 | -10%
> COc1ccc2nc(NC(=O)[C@@H]3CCCN3C(=O)c3cccs3)sc2c1
 : . | . | 34 | -3%
> CCOC(=O)CSc1nc2ccccc2c(=O)n1NC(=O)c1ccccc1
 : -3% | 0 | 36 | -7%
> O=C(c1ccccn1)N(CC1CCCO1)C1(C(=O)NC2CCCCC2)CCCCC1 (stereo not given)
 : -6% | 5 | ? | -1%
> COc1ccc(CCNC(=O)c2c(O)c3c([nH]c2=O)CCCC3)cc1
 : -1% | -1 | -21 | -7%
> CC[C@H](C)C(=O)O[C@@H]1C[C@H](C)C=C2C=C[C@H](C)[C@@H](CC[C@H]3C[C@@H](O)CC(=O)O3)[C@H]21
 : 4%[25.6 µM] | -3[20.6 µM] | . | -1%[25.6 µM]
> O=c1oc(-c2ccccc2)nc2c1C1(CCCCC1)Cc1ccccc1-2
 : 8% | -2 | 8 | -5%
> O=C(COc1ccccc1-c1ccccc1)NCCN1C(=O)S/C(=C\c2cccnc2)C1=O
 : . | 5 | -10 | 0%
> COC(=O)c1nc(NC2=NCCCCC2)n[nH]1
 : 1% | 1 | 35 | -6%

Laid out differently: entries from further up.
> CCOC(=O)c1sc(NC(=O)c2cncc(Br)c2)nc1C
  15-hLO-2 inh: . | IMPase cell inh: ? | PNC inhibitor: 27 | ALOX12 inhib: 6%

> COc1ccc2nc(NC(=O)[C@@H]3CCCN3C(=O)c3cccs3)sc2c1
  15-hLO-2 inh: . | IMPase cell inh: . | PNC inhibitor: 34 | ALOX12 inhib: -3%

> Cc1cc(C)n(-c2ccc(C(=O)Nc3cc(C(F)(F)F)ccc3N3CCOCC3)cc2)n1
  15-hLO-2 inh: 2% | IMPase cell inh: -3 | PNC inhibitor: -18 | ALOX12 inhib: 3%

> O=c1oc(-c2ccccc2)nc2c1C1(CCCCC1)Cc1ccccc1-2
  15-hLO-2 inh: 8% | IMPase cell inh: -2 | PNC inhibitor: 8 | ALOX12 inhib: -5%

New compounds follow.
Every second line gives: 15-hLO-2 inh | IMPase cell inh | PNC inhibitor | ALOX12 inhib
> Clc1nc(Cl)nc(N(c2ccccc2)c2ccccc2)n1
 : . | . | 41 | -2%
> CCCCCC(=O)N1CCN(CCN=CC2=C(O)CC(c3ccco3)CC2=O)CC1 (stereo not given)
 : -17% | 7 | 33 | -1%
> COc1cc(C2CC(=O)Nc3cc(C)c(C)cc32)cc(OC)c1OC (stereo not given)
 : . | . | -18 | 6%
> CC(=O)Nc1cccc(NC(=O)c2ccc([N+](=O)[O-])cc2Cl)c1
 : . | . | -23 | 0%
> O=C(CN1CCCCC1)Nc1ccccc1-c1ccccc1
 : 4% | 16 | 19 | -5%
> COc1cc(CNCCN2CCOCC2)ccc1OCc1ccc(Cl)cc1
 : 39%[activator] | 5 | 30 | 6%
> Nc1nc(COc2ccccc2)cs1
 : 2% | -1 | 9 | -1%
> O=C(O)CSC1CC(=O)N(c2ccc(Cl)cc2)C1=O (stereo not given)
 : -6% | 7 | ? | -8%
> N/C(=N\OC(=O)C(c1ccccc1)c1ccccc1)c1ccccn1
 : . | . | ? | -3%
> O=C(COC(=O)c1ccc(N2CCCC2=O)cc1)NCc1ccco1
 : -6% | 1 | ? | 15%
> CCOc1ccc(Cn2nnc(C(=O)NCCc3ccccc3)c2N)cc1
 : 8% | 6 | 46 | -1%
> Cc1[nH]n(-c2ncc(-c3ccccc3)s2)c(=O)c1C(c1ccc(Cl)cc1)C(C#N)C#N (stereo not given)
 : . | . | 12 | -3%
> Cc1ccc2[nH]c(=O)c3cc(C(=O)NCCN4CCN(C)CC4)sc3c2c1
 : . | 6 | 65 | 5%
> O=C(Nc1ccccc1-c1ccccc1)C12CC3CC(CC(C3)C1)C2
 : -11% | 3 | 4 | 4%
> CCOC(=O)CSc1ncnc2c1cnn2-c1ccc(Cl)cc1
 : 4% | -7 | 4 | 0%
> Cc1c(Cc2ccc3c(c2)OCO3)sc(NC(=O)c2ccc3ccccc3c2)c1C(N)=O
 : . | . | 37 | -5%
> O=c1cc(-c2ccc3c(c2)OCO3)oc2ccccc12
 : -2% | -2 | 28 | -5%
> Cc1ccc(-c2csc(NC(=O)c3ccc(C)o3)n2)cc1
 : . | . | 43 | -8%
> COC(=O)c1ccc(C2c3c(oc4ccccc4c3=O)C(=O)N2CCCN2CCOCC2)cc1 (stereo not given)
 : ? | 7 | -17 | 0%
> Fc1ccc(Nc2nc(-c3ccncc3)nc3ccccc23)cc1
 : . | . | -3 | 1%
> CSC[C@@H]1NC(=S)N(c2ccc(C)cc2)C1=O
 : . | . | 38 | -20%
> COC(=O)c1ccc(CSc2nnnn2C)o1
 : -4% | 6 | -19 | 0%
> Cn1c(CCNC(=O)c2ccc(F)cc2)nc2ccccc21
 : 7% | 3 | -10 | 2%
> N#CCCn1c(=O)c(-c2cccs2)nc2cnc(OCc3ccccc3)nc21
 : 6% | . | . | -3%
> CN(C1CCCCC1)S(=O)(=O)c1ccc(NC(=O)Cn2nc(-c3ccc(F)cc3)ccc2=O)cc1
 : . | . | ? | 0%
> CCCCN=c1sc(C(=O)OC)cc(=O)n1CCCC
 : 12% | -5 | 30 | -5%
